High-throughput results (PubChem)
OXTR agonist: human OXTR agonism; CHO-OTR cells, Fluo-8 calcium fluorescence; normalized: DMSO 0%, oxytocin 100%; P30559; actives 0.32% (n = 320,000); activation, % at 3 µM;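 active = activation above the mean of all tested compounds plus 3 SD, cutoff set per screening run, cut at about 20% in these data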;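 also: peak over basal fluorescence ratio from a 100 s FLIPR kinetic read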
Target sequence (P30559 whole entry, looked up): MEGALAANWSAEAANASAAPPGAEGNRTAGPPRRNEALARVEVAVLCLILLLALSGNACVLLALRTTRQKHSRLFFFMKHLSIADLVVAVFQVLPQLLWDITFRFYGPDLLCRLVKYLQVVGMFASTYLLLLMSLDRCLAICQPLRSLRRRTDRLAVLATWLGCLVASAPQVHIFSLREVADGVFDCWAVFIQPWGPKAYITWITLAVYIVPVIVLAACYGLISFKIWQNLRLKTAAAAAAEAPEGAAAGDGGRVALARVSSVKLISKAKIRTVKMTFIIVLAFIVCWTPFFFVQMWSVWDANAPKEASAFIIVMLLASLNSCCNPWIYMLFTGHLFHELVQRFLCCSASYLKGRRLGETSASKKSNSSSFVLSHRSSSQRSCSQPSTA
MEKK2 WT-MEK5: raises or lowers MEK5 binding to wildtype human MEKK2 PB1 domain; Q9Y2U5; AID 1531; binding response (% of control), % at 10 µM; bead flow cytometry, Alexa488-MEK5 binding to MEKK2 WT; actives lie on both sides; actives 1.1% (n = 290,000); in the data active = binding response below about 67% or above about 130%
FID counter: counter-screen for HCV NS3 helicase inhibitors: DNA intercalator displacement | inhibition, % at 7.9 µM | actives 0.17% (n = 290,000) | DNA fluorescent intercalator displacement, fluorescence; in the data active = inhibition above about 37%;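 also: 0% = vehicle and 100% = reference compound; higher means more ethidium bromide displaced from hairpin DNA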
PfM18AAP inh: blocks P. falciparum M18 aspartyl aminopeptidase; AID 1822; recombinant PfM18AAP, H-Glu-NHMec fluorogenic cleavage; inhibition, % at 7.35 µM; actives 1.2% (n = 290,000);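 active = inhibition above the campaign mean inhibition over all tested compounds plus 3 SD, cut at about 28% in these data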;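 also: 0% = plate median of test compound wells and 100% = 2 mM ZnCl2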
MEKK3 PB1 HTS: raises or lowers MEK5 binding to the human MEKK3 PB1 domain; Q99759; bead-based flow cytometry, Alexa488-MEK5 binding to MEKK3; actives lie on both sides; 0 = blocked by unlabeled MEK5, 100 = vehicle; binding response (% of control), % at 10 µM; actives 1.4% (n = 290,000);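 active = binding response more than 3 SD above or below the average of its plate-row segment, actives on both sides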;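 also: Alexa488 bead fluorescence after subtracting the streptavidin-only scavenger bead signal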
Target sequence (Q99759 whole entry, looked up, the tested form may be a part): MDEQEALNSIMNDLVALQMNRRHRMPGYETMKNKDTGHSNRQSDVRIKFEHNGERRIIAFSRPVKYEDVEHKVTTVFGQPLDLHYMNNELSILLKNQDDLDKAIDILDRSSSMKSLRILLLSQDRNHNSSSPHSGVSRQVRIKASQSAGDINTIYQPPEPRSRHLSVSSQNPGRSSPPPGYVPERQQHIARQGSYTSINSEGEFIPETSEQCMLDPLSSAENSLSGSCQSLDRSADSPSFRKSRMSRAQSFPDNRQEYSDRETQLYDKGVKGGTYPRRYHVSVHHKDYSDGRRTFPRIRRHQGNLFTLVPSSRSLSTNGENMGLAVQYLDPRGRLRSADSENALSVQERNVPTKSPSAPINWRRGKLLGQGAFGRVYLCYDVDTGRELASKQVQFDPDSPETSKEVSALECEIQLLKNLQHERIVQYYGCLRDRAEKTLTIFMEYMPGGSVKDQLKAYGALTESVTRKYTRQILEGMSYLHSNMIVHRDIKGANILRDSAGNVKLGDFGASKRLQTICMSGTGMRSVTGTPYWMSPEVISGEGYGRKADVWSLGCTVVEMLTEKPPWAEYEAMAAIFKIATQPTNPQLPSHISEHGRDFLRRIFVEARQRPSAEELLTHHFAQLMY
NALP1 inh: inhibitors of NALP1 inflammasome in yeast | S. cerevisiae NALP1/ASC/caspase-1 growth, X-gal OD620, 72 h | AID 2071 | inhibition, % at 10 µM | actives 0.61% (n = 280,000); in the data active = inhibition mostly above about 24%, no sharp cut-off; inactive = mostly below about 32%; also: some compounds called inactive have numbers as strong as hits
MEKK2mut PB1 HTS: signal of MEK5 binding to mutant human MEKK2 PB1 domain. actives 0.35% (n = 290,000). percent response, % at 10 µM. bead flow cytometry, Alexa488-MEK5 binding to MEKK2 mutant; in the data active = percent response above about 24%, passing the limit was not always enough; also: inactives centre near 1; some results filed as inactive read as strong as hits; reference of the scale not given here
GPR7 antag: human neuropeptides B/W receptor 1 antagonism. P48145. GPR7-expressing cells, fluorescence antagonist assay. inhibition, % at 4.4 µM. actives 1.1% (n = 290,000); in the data active = inhibition above about 16%, passing the limit was not always enough;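 also: cells stimulated with the agonist NPW; 0% = agonist with vehicle and 100% = vehicle without agonist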
PHOSPHO1 block: inhibitors of human PHOSPHO1 phosphatase; recombinant PHOSPHO1, absorbance phosphatase assay; inhibition, % at 13.3 µM; actives 1.1% (n = 290,000); in the data active = inhibition above about 60%
An asterisk follows results filed as active; . = no result given; [ ] = remark or other dose.

SMILES	OXTR agonist	MEKK2 WT-MEK5	FID counter	PfM18AAP inh	MEKK3 PB1 HTS	NALP1 inh	MEKK2mut PB1 HTS	GPR7 antag	PHOSPHO1 block
O=C1CC(c2ccc(Cl)c([N+](=O)[O-])c2)c2ccc3ccccc3c2N1 (configuration not stated)	0.5	101.0	-4.1	4.8	98.0	23.0	-1.0	-7.2	18.6
CCOc1cc(NC(=S)NCCCN2CCOCC2)c(OCC)cc1NC(=O)CC(C)C	0.0	99.0	2.2	-9.0	100.0	21.9	3.0	-17.3	27.4
Cc1ccc(C)c(N(CC(N)=O)S(C)(=O)=O)c1	0.4	108.0	-1.2	-1.4	104.0	11.0	7.0	-18.4	3.7
COc1ccc(NC(=O)N2CCCC(c3ccccc3)C2)cc1 (configuration not stated)	.	100.0	-26.8	1.9	100.0	21.4	-2.0	0.8	-7.1
COc1ccccc1N(CCC#N)C(=O)CSc1ccc2c(c1)OCCO2	1.8	100.0	-30.3	-6.9	101.0	22.2	1.0	36.3*	23.0
CC(=O)Nc1ccc(-n2c(C)c(C(C)=O)c(C(C)=O)c2C)cc1	0.1	102.0	5.9	6.2	100.0	28.1	5.0	-6.9	5.7
CCN(CCNc1ccc(Cl)cc1[N+](=O)[O-])C(=O)c1cc([N+](=O)[O-])c(N(C)C)cc1OC	7.1	100.0	-23.2	-3.8	103.0	41.1	1.0	7.0	-44.9
O=C(Nc1ccc(S(=O)(=O)Nc2ccccn2)cc1)c1ccccc1	0.8	100.0	-2.4	-0.5	97.0	6.5	2.0	-15.1	19.8
COc1ccc(NC(=O)CC2C(=O)N(c3ccc(Cl)cc3)C(=S)N2NC(=O)c2cccc(F)c2)cc1 (configuration not stated)	1.7	105.0	-12.5	13.1	98.0	14.2	-1.0	-6.3	-8.1
COc1cc(O)c(C(CC(=O)N2CCCC(C)C2)c2cc(OC)c(OC)c(OC)c2)c(OC)c1 (configuration not stated)	0.8	97.0	.	.	107.0	-15.7	5.0	.	22.1
CCNC(=S)NNC(=O)c1ccc2ncccc2c1	0.0	103.0	-3.4	11.9	107.0	-8.5	-2.0	-2.0	32.5
CC(=O)N(C)c1ccc(N=NC2C(=O)N(C(N)=S)N=C2C)cc1 (configuration not stated)	1.9	112.0	-8.3	11.1	110.0	1.7	12.0	-11.8	-7.3
Cc1ccccc1C(=O)NC(=S)Nc1sc2c(c1C#N)CCC(C)C2 (configuration not stated)	0.0	102.0	-0.3	5.2	102.0	-13.7	3.0	-7.7	39.7
COc1cccc(-n2cnc3c(sc4nc(N5CCOCC5)c5c(c43)CCCC5)c2=O)c1	0.1	85.0	0.1	-1.3	94.0	5.0	-12.0	-3.2	15.0
c1ccc(Oc2cc(-n3cccn3)ncn2)cc1	-1.8	99.0	-0.8	1.8	100.0	6.1	3.0	-2.6	-3.7
CC(/C=N/NC(=O)c1cccs1)=C\c1ccco1	-1.1	89.0	-12.7	12.3	88.0	-2.6	-3.0	11.2	17.2
COc1cc(S(=O)(=O)N(Cc2ccc(C)cc2)Cc2ccco2)ccc1-n1cnnn1	2.1	93.0	-3.0	3.6	98.0	3.9	-6.0	-6.4	1.7
O=C(Nc1ccnn1C1CCN(C2CCCCC2)CC1)c1cccc(F)c1	.	103.0	6.0	3.4	101.0	11.6	6.0	2.9	17.0
CC1Cn2c(nnc2C23CC4CC(CC(C4)C2)C3)S1 (configuration not stated)	1.5	86.0	4.3	-7.3	81.0	22.2	-14.0	-9.4	-17.0
O=C(NCc1ccco1)c1ccc(Oc2ccccc2)cc1	-1.6	95.0	-11.9	-2.2	100.0	40.0*	1.0	-6.8	4.1
O=C(CN1C(=O)CC(c2ccccc2)S(=O)(=O)c2ccccc21)N1CCCC1 (configuration not stated)	0.4	91.0	-5.6	0.5	96.0	-4.6	-5.0	-10.0	-28.8
CC(C)C(=O)O/N=C(\N)c1ccccn1	0.3	102.0	3.0	-2.3	118.0	26.5	-1.0	-6.4	11.7
Cc1ccc(NC(=O)C(C)N2C(=O)c3ccccc3C2=O)c(C)c1 (configuration not stated)	0.3	96.0	-16.3	0.8	99.0	-2.3	2.0	-10.8	34.0
COc1cc(/C=N/NC(=O)CNC(=O)c2ccco2)ccc1O	0.6	83.0	-1.0	-8.0	93.0	-21.7	-12.0	11.8	27.1

Profiles, looked up by structure.
CC1Cn2c(nnc2C23CC4CC(CC(C4)C2)C3)S1 (configuration not stated) is listed with OXTR agonist = 1.5; MEKK2 WT-MEK5 = 86.0; FID counter = 4.3; PfM18AAP inh = -7.3; MEKK3 PB1 HTS = 81.0; NALP1 inh = 22.2; MEKK2mut PB1 HTS = -14.0; GPR7 antag = -9.4; PHOSPHO1 block = -17.0
O=C(CN1C(=O)CC(c2ccccc2)S(=O)(=O)c2ccccc21)N1CCCC1 (configuration not stated) is listed with OXTR agonist = 0.4; MEKK2 WT-MEK5 = 91.0; FID counter = -5.6; PfM18AAP inh = 0.5; MEKK3 PB1 HTS = 96.0; NALP1 inh = -4.6; MEKK2mut PB1 HTS = -5.0; GPR7 antag = -10.0; PHOSPHO1 block = -28.8

Later entries:
SMILES	OXTR agonist	MEKK2 WT-MEK5	FID counter	PfM18AAP inh	MEKK3 PB1 HTS	NALP1 inh	MEKK2mut PB1 HTS	GPR7 antag	PHOSPHO1 block
CCOC(=O)c1nn(-c2ccc(F)cc2)cc1O	-0.3	101.0	-2.2	4.0	99.0	27.9	4.0	-3.9	32.8
O=C(CSc1cccc2cccnc12)N/N=C/c1cccnc1	1.0	100.0	-11.3	24.0	95.0	9.8	-5.0	16.7	-11.2
COc1ccc(-n2c(N)c(C(=O)NCc3ccco3)c3nc4ccccc4nc32)cc1OC	2.6	96.0	-16.8	28.0	95.0	14.2	-1.0	-17.4	19.1
c1ccc(-c2cn3nc(-c4ccccc4)c(-c4ccccc4)nc3n2)cc1	-0.3	63.0*[inhibitor]	0.6	-6.7	107.0	-6.5	-5.0	-8.9	-20.6
COCCn1c(SCc2ccc(OC)c(F)c2)nc2ccccc2c1=O	-1.9	134.0	-22.5	0.6	156.0*	11.8	7.0	-8.6	36.2
O=C(Nc1ccccc1C(=O)Nc1ccccn1)c1ccc([N+](=O)[O-])cc1	0.0	97.0	0.8	-13.3	107.0	20.6	-1.0	-12.8	30.5
Cc1cc(C)cc(NC(=O)c2ccc([N+](=O)[O-])o2)c1	.	97.0	2.6	5.5	106.0	13.9	-5.0	-7.4	27.1
COC(=O)c1ccccc1-n1c(CCC(=O)O)ccc1-c1ccc(F)cc1	-0.4	113.0	-27.2	-8.8	110.0	-4.4	9.0	-13.1	38.1
C=CCN(C(=O)CCC(=O)Nc1cc(C)on1)C(C(=O)NC1CCCC1)c1ccc(C)cc1 (configuration not stated)	-1.7	98.0	-43.9	0.5	102.0	4.6	6.0	-3.9	12.1
CC1CCCCN1CCCNC(=O)c1nn(C)c2c1CS(=O)(=O)c1ccccc1-2 (configuration not stated)	-0.2	99.0	0.6	-5.3	96.0	32.4	-4.0	0.8	26.3
CCCN=CC1=C(O)CC(c2ccccc2)CC1=O (configuration not stated)	0.1	105.0	-2.1	-6.5	110.0	-3.5	3.0	-5.0	-11.6
CCC(C(=O)Nc1ncc(C)s1)c1ccccc1 (configuration not stated)	-1.3	103.0	-3.8	-15.6	102.0	8.1	-2.0	-10.3	20.0
COC1(c2ccccc2)NC(=S)NN=C1c1ccccc1 (configuration not stated)	-0.7	105.0	-6.7	-3.2	104.0	-4.0	1.0	-6.6	75.2*
CCC(C(=O)Nc1ccsc1C(=O)OC)c1ccccc1 (configuration not stated)	-2.2	101.0	-10.6	2.1	101.0	15.1	3.0	-21.2	32.8
COc1ccc(CN2CCOCC2)cc1OC	-0.4	103.0	3.0	0.6	101.0	0.2	1.0	0.6	-16.2
CCCCCC(=O)Nc1c(-c2cccs2)c(=O)c2ccccc2n1C	-1.0	94.0	0.3	5.0	86.0	6.2	-1.0	-7.7	26.8
Cc1ccc2nc(N(CCCN(C)C)C(=O)c3cc4ccccc4oc3=O)sc2c1	11.3	117.0	6.4	-0.6	104.0	39.5	1.0	2.1	-6.2
COc1ccc(C(=O)NC(Nc2ccccc2)C(Cl)(Cl)Cl)cc1 (configuration not stated)	3.9	97.0	0.7	-4.5	99.0	-7.4	-1.0	10.3	32.5
Cc1c(/N=C/c2ccco2)n(Cc2ccccc2)c2ccccc12	1.3	102.0	0.7	-2.8	104.0	2.4	2.0	0.7	2.9
COc1cc(C2CC(=O)C3=C(C2)Nc2ncnn2C3c2cccs2)cc(OC)c1OC (configuration not stated)	0.0	102.0	-15.6	-10.4	102.0	-13.8	4.0	-7.2	-4.5
O=C(COc1ccccc1)N/N=C/c1ccc(O[C@@H]2O[C@H](CO)[C@@H](O)[C@H](O)[C@H]2O)cc1	-0.3	96.0	-4.5	4.3	101.0	13.7	-2.0	-6.8	15.9
COc1ccc(C(CC(=O)N2CCOCC2)C(C)C)cc1 (configuration not stated)	0.5	101.0	-4.5	-0.1	93.0	7.2	-3.0	-13.2	4.1
O=C(O)C1CC=CCC1C(=O)NCc1ccc2c(c1)OCO2 (configuration not stated)	0.1	98.0	-0.8	-13.7	101.0	-25.3	-4.0	-6.7	2.5
Cc1ccc(NCC(=O)N/N=C/c2cc3ccccc3nc2Cl)cc1	-1.0	.	-4.1	-0.2	.	1.1	.	-6.2	-15.9

Reprinted from the part before: two entries, then new ones.
SMILES	OXTR agonist	MEKK2 WT-MEK5	FID counter	PfM18AAP inh	MEKK3 PB1 HTS	NALP1 inh	MEKK2mut PB1 HTS	GPR7 antag	PHOSPHO1 block
O=C(O)C1CC=CCC1C(=O)NCc1ccc2c(c1)OCO2 (configuration not stated)	0.1	98.0	-0.8	-13.7	101.0	-25.3	-4.0	-6.7	2.5
Cc1ccc(NCC(=O)N/N=C/c2cc3ccccc3nc2Cl)cc1	-1.0	.	-4.1	-0.2	.	1.1	.	-6.2	-15.9
CCCn1c(SCC(=O)NC2CC2)nnc1-c1ccccn1	2.2	100.0	-14.0	4.0	99.0	0.8	-6.0	-2.9	14.2
CCSC1=NC(=O)/C(=C2/C=Cc3ccccc3N2CC)S1	-2.9	102.0	11.4	3.5	97.0	6.8	1.0	-1.4	-29.3
C/C(=N\NC(=O)c1ccc(-c2ccccc2)cc1)c1cccc(N)c1	2.0	83.0	0.0	-5.5	93.0	-4.9	-13.0	-4.7	0.9
NCCCCCc1nnc(SCC(N)=O)o1	0.2	113.0	1.4	-4.9	108.0	-0.9	12.0	-23.4	-18.8
COC(=O)Cc1ccc(NC(=S)NCc2ccccc2OC)cc1	0.2	96.0	-8.9	-2.8	96.0	-8.6	-7.0	0.2	-12.5
Cc1ccc(C23CCC(=O)N2C(C(=O)O)CS3)c(C)c1 (configuration not stated)	0.4	102.0	-5.3	0.1	103.0	-4.8	0.0	-6.9	16.0
Cc1ccsc1C(=O)Nc1ccccc1N1CCOCC1	-2.0	100.0	-6.9	-2.8	100.0	32.5	1.0	-6.8	13.1
CC(C)CNC(=O)COC(=O)c1cccc(S(=O)(=O)NCC(F)(F)F)c1	0.7	104.0	-3.4	-6.0	106.0	.	-2.0	-1.7	34.3
N#Cc1cccc(NC(=O)COC(=O)c2ccc3c(=O)n4c(nc3c2)CCC4)c1	0.2	93.0	0.7	-7.6	91.0	15.3	-6.0	-7.1	43.1
Cc1cc(C)c2c(N)c(C(=O)NN3CC(=O)N(c4ccccc4F)CC3=O)sc2n1	-1.1	106.0	-2.9	-3.9	105.0	.	6.0	-8.5	-12.8
